# High-throughput results (PubChem BioAssay)
# MT stabilize HCS = microtubule stabilizers in HeLa cells; AID 2205; HeLa tubulin immunostaining HCS, 24 h; share of cells brighter than vehicle mean+2SD; 0.83% of 200,000 active; % tubulin-high responders, % at 10 µM;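 active = plate Z-score above 3 for both tubulin-high and condensed-nucleus cell shares, with cell loss under 80%, at 10 µM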;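 also: anti alpha tubulin signal scored within the nucleus-defined area of each cell; some results filed as inactive read as strong as hits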
# Ins promoter up = MIN6 insulin promoter up-regulation | 0.3% of 190,000 active | MIN6 insulin promoter-GFP reporter, high-content imaging; hits give high values | z-score at 5 µM;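 active = z-score above 3 at 5 µM with at least 500 cells counted in the well; inconclusive = wells under 500 cells, flagged as cytotoxic or low count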
# b-catenin transl = modulators of beta-catenin nuclear translocation; AID 1665; HeLa beta-catenin nuclear translocation, immunofluorescence imaging; 0.3% of 190,000 active; nuclear translocation activity, % at 5 µM;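 active = nuclear translocation activity above 50% at 5 µM, with a well cell count of 50 or more; inconclusive = wells under 50 cells across six images, flagged as toxic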;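 also: per-cell ratio of nuclear to cytoplasmic median beta-catenin stain intensity; plate controls were DMSO negative control for no effect and GSK-3 inhibitor IX positive control for full effect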
#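 Signal – beta-catenin immunofluorescence imaging with DAPI · Test system – human HeLa cell line · Dosing – 5 µM primary single dose, 0.1% DMSO, 0.02–20 µM confirmation series · Measure – % activation, nuclear-to-cytoplasmic median beta-catenin signal ratio per cell · Incubation – 24 h compound exposure at 37°C, 5% CO2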
# NOD1 NF-kB reporter = inhibition of NOD1-driven NF-kB reporter – cell-based, luminescence, uHTS, primary screen (AID 1578). inhibition, % at 4 µM, or EC50 in µM where a hit was titrated. NOD1-driven NF-kB luciferase reporter cells, luminescence; higher % means a stronger effect. 1% of 290,000 active; in the data active = inhibition mostly above about 36%, no sharp cut-off; inactive = mostly below about 34%;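 also: HEK-293T reporter cells stimulated with the NOD1 agonist gamma-tri-DAP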
# Yfh1-off respiration = mitochondrial function rescue without frataxin homolog – Friedreich's ataxia, plus single-dose screen, dose response (AID 1465) | 0.074% of 220,000 active | fold induction at 50 µM; hits with a dose series show EC50 in µM | S. cerevisiae Yfh1-off respiration, WST-1 reduction, 72 h; higher fold induction means a stronger effect;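 active = fold induction of absorbance versus untreated yeast above a set limit, then at least 30% activation at any dose in follow-up; inconclusive = repeats straddling the limit, or above it without dose testing; inactive = fold induction below the set limit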;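 also: activators that raise dye reduction in frataxin-depleted yeast; strong numbers were not always called active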
# Autophagy mod = alters autophagy in cells | MEF GFP-LC3 puncta imaging; test concentration mostly 10 µM | calls only at 10 µM (by protocol) | 0.98% of 190,000 active | AID 463193;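 active = percentage of spot-positive cells more than 3 SD above its plate mean, without a fluorescence outlier flag or 80% toxicity; inconclusive = no clear call, values can overlap the other calls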;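 also: spot-positive cell cutoff set from DMSO-treated cells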
# Dynein transport = dynein cargo transport inhibition | 0.47% of 220,000 active | z-score, hits read low | AID 1381 | 3617.4 mouse cells, GR-EGFP nuclear translocation imaging; test concentration mostly 20 µM; stimulated with dexamethasone, 1 µM; hits give low values;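 active = plate z-score of nuclear minus cytoplasmic receptor signal below a set negative limit, without overly bright fluorescence or cell loss, cut at about -3.5 in these data, passing the limit was not always enough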;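 also: z-score of nuclear minus cytoplasmic ring GR-EGFP intensity difference per well; some compounds called inactive have numbers as strong as hits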
#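 Buffer or medium – tet-free medium with charcoal-stripped serum · Signal – automated 10x imaging of fixed Hoechst-stained cells · Also added – dexamethasone agonist, 1.0 µM final, for 30 min · Incubation – induction 48 h, compound 1 h, agonist 30 min · Read-out – GR-EGFP nuclear translocation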
# P. falciparum M17LAP = P. falciparum M17LAP inhibitors, primary screen, biochemical, fluorogenic H-Leu-NHMec substrate, 1536-well (AID 1619). recombinant M17LAP, H-Leu-NHMec fluorogenic kinetic assay; higher % means a stronger effect. inhibition, % at 30 µM, or IC50 in µM where a hit was titrated. 0.38% of 220,000 active;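 active = compound inhibiting the enzyme by more than half at any dose during confirmatory dose-response retesting; inconclusive = strong single-dose inhibitors picked by rank but not retested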;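 also: plate controls were full reaction with DMSO carrier for no effect and no enzyme background for full effect; strong numbers were not always called active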
# NOD2 inhibition = inhibition of NOD2-driven NF-kB reporter – cell-based, luminescence, uHTS, HEK293 (AID 1566); HEK293 NOD2/NF-kB luciferase reporter, luminescence; higher % means a stronger effect; one-dose inhibition, % at 4 µM; EC50 in µM for titrated hits; 0.63% of 290,000 active; in the data active = inhibition above about 50%; also: many of its hits are not listed in these tables
# Dynein transport cytoplasmic EGFP = also measured in Dynein transport; calls as there; z-score; measured here: cytoplasmic GR-EGFP intensity; hits give high values
# Dynein transport nuclear GR-EGFP = recorded beside Dynein transport, whose call it bears; z-score; measured here: nuclear GR-EGFP intensity;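 lower value marks the stronger effect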
# Dynein transport cell count = also measured in Dynein transport; calls as there; z-score; measured here: cell count per field
# Ins promoter up cell count = recorded beside Ins promoter up, whose call it bears; cell count; measured here: cytotoxicity, nuclei count;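 total cells summed across four imaged fields per well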
# b-catenin transl cell count 5 µM = second read-out of b-catenin transl, no call of its own (marks repeat the call); cell count; measured here: cell count, cytotoxicity flag
# MT stabilize HCS Hoechst-high % = also measured in MT stabilize HCS; calls as there; % Hoechst-high responders; measured here: nuclear condensation Hoechst responders;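 share of cells brighter than vehicle mean plus two SD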
# MT stabilize HCS cytotoxicity % = second read-out of MT stabilize HCS, no call of its own (marks repeat the call); toxicity, %; measured here: cytotoxicity by cell density;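 0% = mean cell density of plate MIN control wells and 100% = no cells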
# Autophagy mod cell loss 18 h = recorded beside Autophagy mod, whose call it bears; toxicity, %; measured here: cell loss, nuclei count;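 cell loss after 18 h compound exposure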
# Active calls of the source: *; i = inactive; ? = inconclusive; . = no result given; + = active, no number.
SMILES,MT stabilize HCS,MT stabilize HCS Hoechst-high %,MT stabilize HCS cytotoxicity %,Ins promoter up,Ins promoter up cell count,b-catenin transl,b-catenin transl cell count 5 µM,NOD1 NF-kB reporter,Yfh1-off respiration,Autophagy mod,Autophagy mod cell loss 18 h,Dynein transport,Dynein transport cytoplasmic EGFP,Dynein transport nuclear GR-EGFP,Dynein transport cell count,P. falciparum M17LAP,NOD2 inhibition
Cc1[nH]c2ccccc2c1/C=N/NC(=O)Nc1ccccc1,1.8,2.1,0.7,-1.1,1156,3.8,947,-41%,i,i,8,0.2,-0.16,0.22,-0.13,11%,-13%
CC(=O)Cc1nsc(NC(=O)c2cc(-c3ccc(Cl)c(Cl)c3)oc2C)n1,2.9,1.7,6.7,0.89,1603,0.2,1378,4%,i,i,-33,-0.56,-0.033,0.35,0.31,1%,2%
CCCCn1c(SCc2nc3ccccc3s2)nc2ccccc2c1=O,4.7,1.7,9.7,-0.21,1399,-0.9,1060,31%,i,i,1,-0.13,-0.24,-0.18,0.12,6%,8%
CCOc1c(N2CCOCC2)c(=O)c1=O,.,.,.,0.66,1073,0.1,1284,-5%,i,.,.,-0.65,-0.22,0.063,0.49,16%,5%
COc1ccc(OC)c(NC(=O)C2=C(C)Nc3ncnn3C2c2cccs2)c1 (stereo not given),2.8,2.0,5.3,0.02,1201,-3.8,1147,3%,i,i,-4,1.4,-0.19,1.5,-1.1,-5%,-1%
COc1ccnc(-n2cccc2C=O)c1C#N,2.4,2.9,6.6,-0.01,1325,0.6,1134,-14%,i,i,-7,-0.86,-0.32,-0.073,0.9,-15%,6%
Cc1noc(C)c1S(=O)(=O)N(CC(=O)N1CCCC1)c1ccc(C(C)C)cc1,3.1,3.8,4.3,-0.95,892,.,.,7%,i,i,8,0.77,-0.24,0.43,0.056,-2%,14%
O=C(c1cc2c(s1)CCCC2)n1cccn1,2.3,2.1,4.3,-0.51,1294,-1.8,1035,-23%,i,i,-4,-0.94,-0.26,-0.56,0.56,-1%,0%
CCN(CC)C(=O)c1ccc(-c2cccs2)s1,.,.,.,0.15,1398,2.6,973,6%,i,.,.,-0.48,0.093,-0.2,0.97,7%,-43%
CCOC(=O)c1cc(NC(=O)c2cccnc2)cc(C(=O)OCC)c1,4.4,2.0,5.4,0.18,1794,0.3,1121,-18%,i,i,-1,1.1,-0.23,0.42,1,0%,18%
Cc1ccc(NC(=O)Nc2ccccc2)cc1[N+](=O)[O-],2.4,2.9,4.9,.,.,0.4,902,1%,i,i,-22,-0.68,-0.29,-0.64,-0.012,-3%,6%
O=C(CN(CCCN1CCOCC1)C(=O)Cn1nnc(-c2ccc(F)cc2)n1)NC1CCCCC1,1.7,1.3,7.6,-0.62,1037,-3.2,1005,-8%,i,i,40,-0.46,-0.051,-0.099,0.51,6%,-3%
O=[N+]([O-])C(/C=C(/Cl)[N+](=O)[O-])=C(N1CCCCC1)N1CCCCC1,.,.,.,0.54,970,-1.2,1358,4%,i,.,.,-0.41,-0.25,-0.22,0.24,3%,10%
O=C(CSc1nc2ccccc2o1)NCc1n[nH]c(=O)c2ccccc12,2.6,1.6,1.2,-0.39,1469,2.5,1341,-35%,.,i,-19,-0.058,-0.077,0.11,0.42,-3%,7%
Cn1cccc1CNCc1ccc(F)cc1,4.1,3.1,1.4,-0.14,1411,-0.8,992,-14%,i,i,13,-0.95,-0.29,-0.78,0.64,-15%,-10%
COc1ccc(N/N=C(/C(C)=O)N2CCCc3ccccc32)cc1,.,.,.,-0.64,1449,3.7,1171,-14%,i,.,.,-0.57,-0.21,-0.55,0.75,-3%,-8%
COc1ccc(C(CCN2CCCC2)c2c(OC)cc(OC)c3c(-c4ccccc4)cc(=O)oc23)cc1 (stereo not given),.,.,.,-0.04,542,-1.2,928,6%,i,.,.,1.6,-0.31,1,-1.9,11%,-14%
Cc1c(C(=O)OCC(C)(C)CN(C)C)oc2ccccc12,2.1,2.4,0.7,.,.,.,.,-42%,i,i,4,0.023,-0.22,0.29,0.69,9%,-39%
CCOc1cccc(-c2nnc(SCC(=O)Nc3cccc(OC)c3)n2N)c1,13,1.8,5.6,0.07,1061,2.8,1066,-20%,i,i,5,-1.1,-0.28,-0.22,0.76,6%,-4%
O=C(O)CCC1=C2c3ccccc3CCN2C(=O)CC1,2.5,1.3,3.8,0.05,1235,0.7,1048,-15%,i,i,-4,-0.62,-0.11,-0.54,-0.34,0%,14%
COc1c(F)c(F)c(C(=O)Nc2ccc(N3CCN(Cc4ccccc4)CC3)cc2)c(F)c1F,2.7,1.2,4.8,-0.88,819,-2.2,1205,22%,i,i,34,-0.72,-0.22,0.21,1.2,12%,12%
COc1ccc(CNC(=O)c2ccc[nH]2)cc1,2.1,1.9,1.2,0.97,1381,0.3,1470,8%,i,i,6,-0.22,-0.27,-0.0061,0.18,5%,20%
O=[N+]([O-])c1cccc(S(=O)(=O)c2cccc([N+](=O)[O-])c2)c1,2.8,1.8,1.4,0.97,1612,-4.4,1064,-31%,i,i,-10,-0.45,-0.25,-0.25,1.2,-1%,10%
Cc1cc(Br)ccc1OCCN1CC(C)OC(C)C1 (stereo not given),3.3,2.9,4.0,-0.62,1628,-2.7,978,-34%,i,i,3,2,-0.29,1.6,-1.2,-3%,-8%
COc1nc(-c2ccc(Cl)cc2)nnc1C,5.5,1.9,4.7,0.09,1396,0.0,1357,-54%,i,i,9,-0.68,-0.33,-0.36,-0.0093,-2%,-18%
Clc1ccc(CN2CCC(Cc3ccccc3)CC2)cc1,5.5,2.4,7.2,1.6,1498,-0.2,1068,-19%,i,i,-8,0.48,-0.17,0.27,-0.73,0%,-14%
CCCCOC(=O)c1ccc(NC(=O)c2ocnc2C)cc1,4.0,1.8,4.4,-0.63,1257,0.7,1364,-29%,i,i,2,-0.51,-0.4,-0.036,0.11,8%,-28%
O=C(Nc1ccc2oc(-c3ccncc3)nc2c1)c1cccs1,2.1,2.7,28,0.37,1132,.,.,-21%,i,i,-7,-0.65,-0.26,-0.29,0.51,5%,12%
O=S(=O)(Nc1ccc(F)cc1)N1CCCCCC1,1.9,2.1,19,-0.32,1298,-0.3,1074,-19%,i,i,-6,-0.34,-0.29,-0.082,0.19,0%,-10%
COc1ccccc1CNC(=O)CCCn1c(=O)c2ccccc2n(CC(=O)NC2CCCC2)c1=O,1.0,1.4,8.3,0.6,1556,0.0,1394,12%,i,i,0,-0.8,0.14,-0.28,0.16,0%,11%
COC(=O)c1ccc(NC(=S)NN2CCCCC2c2cccnc2)cc1 (stereo not given),.,.,.,0.26,1450,-3.6,1147,-12%,i,.,.,-0.1,0.075,-0.055,0.54,8%,5%
CCOc1ccc2nc(NC(=S)N(C)C)sc2c1,1.1,2.3,9.7,1.1,916,.,.,-15%,i,+,5.0*,-2.1,-0.21,-0.83,0.86,3%,-95%
Nc1nc(CSCCO)nc(Nc2ccc(F)cc2)n1,3.0,1.3,2.4,?,.,3.1,1045,-13%,i,i,2,-0.6,-0.23,-0.11,0.83,-9%,-1%
C[N+](C)(C)CCOP(=O)(O)OP(=O)([O-])OC[C@H]1O[C@@H](n2ccc(N)nc2=O)[C@H](O)[C@@H]1O,2.6,2.8,5.4,.,.,.,.,-10%,i,i,6,0.65,-0.26,0.74,0.14,-1%,8%
COc1ccc2nc(SC(C(=O)c3ccccc3)c3ccccc3)nc(C)c2c1 (stereo not given),5.1,2.4,14,-1.5,1062,0.4,1000,-4%,i,i,3,2.3,-0.28,1.1,-0.99,0%,15%
COc1ccc(NC(=O)c2cc(S(=O)(=O)Nc3ccc(OC)cc3)cs2)cc1,.,.,.,0.28,1012,-1.2,1259,13%,i,.,.,1.1,-0.22,1,-0.53,-3%,-7%
C=CCn1c(SCC(=O)c2cc(C)n(CC3CCCO3)c2C)nnc1-c1ccccc1 (stereo not given),2.6,2.1,6.7,-0.87,1004,-2.5,859,-19%,i,i,10,-0.35,-0.34,-0.26,0.35,6%,4%
Cc1ccc(/C=C/C(=O)c2cc(Br)ccc2OC(=O)c2ccco2)cc1,1.9,2.0,7.4,0.42,1619,0.1,958,1%,i,i,13,-2.6,0.13,-1.3,-0.7,-1%,-16%
COc1cc(OC)cc(-c2nc3ccccc3s2)c1,3.5,2.5,4.1,.,.,.,.,-47%,i,i,-5,1.3,-0.12,0.65,-1.4,1%,-78%
CC(C)[C@H](NC(=O)c1ccc(F)cc1)C(=O)OCC(=O)NC(=O)c1cccn1C,5.1,1.7,11,0.49,1469,-2.6,1096,-30%,i,i,-1,-1.2,-0.26,-0.65,0.37,3%,0%
COc1cc(S(=O)(=O)N2CCOCC2)ccc1NC(=O)COC(=O)CC12CC3CC(CC(C3)C1)C2,2.2,1.4,8.7,-0.55,896,-2.9,1185,0%,i,i,9,-0.91,-0.23,0.19,1.2,0%,14%
COC(=O)CCC(=O)Nc1sc2c(c1C#N)CCCC2,4.9,2.6,1.4,0.92,1041,1.5,1188,-19%,i,i,-6,-0.22,-0.21,0.2,-0.28,-11%,-3%

# Not all compounds are listed (hit frequency here may not be typical).
